# Compound activity: PubChem, National Center for Advancing Translational Sciences (NCATS)
# HP1b chromo inh = inhibitors of HP1-beta chromodomain binding to methylated histone tails. 390,000 compounds, 0.56% hits. AID 540317. AlphaScreen HP1-beta / biotin-H3K9me3 peptide binding. Potency, µM (highest dose often 114 µM), without a hit: at the highest dose activity change, negative = inhibition, actives largely listed as inhibitors. P83916; note: potency is the fitted concentration of half-maximal effect; nearly all actives have a fitted effect of over 70% in size; inactives centre near 23
#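 HP1-beta protein (50 nM final) preincubated 30 min at room temperature with biotinylated H3(1-18)K9me3 peptide (50 nM) in PBS pH 7.4, 0.01% Tween-20, then compound added for 30 min. AlphaScreen streptavidin donor/nickel chelate acceptor beads (10 ug/mL final), 30 min dark, luminescence read.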
# G9a block = G9a (human) methyltransferase inhibition. G9a H3K9 monomethylation, AlphaScreen, 2 h. Q96KQ7. Potency, µM (top dose mostly 102 µM), without a hit: at the top dose activity, negative = inhibition, most hits filed as inhibitors. 350,000 compounds, 8.8% hits; note: potency is the fitted concentration of half-maximal effect; % is set by controls: 0 for no effect and ±100 for the full control effect; nearly all actives have a fitted effect of over 75% in size
#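 Methyltransferase reactions run at room temperature for 2 h (20 nM enzyme, 500 nM biotin-H3K9 peptide, 20 uM SAM) after a 15 min compound preincubation; product detected by AlphaScreen beads and anti-H3K9me1 antibody.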
# PI4K2A block = blocks human PI4K2A kinase activity; Q9BTU6; purified PI4K2A, ADP-Glo luminescence, 1 h; stronger effect = lower value; activity change, negative = inhibition, % at 76.9 µM; 420,000 compounds, 0.13% hits; AID 1346378; in the data active = activity change below about -50%; inconclusive = mostly about -30% to -49%;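 note: -100% = wells without enzyme as full effect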
#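 ADP-Glo luminescence measured ADP generated by PI4K2A enzyme (4 ug/mL before mixing) with 1.2 mM PI substrate (pre-mix) and 300 microM ATP (pre-mix). Tris pH7.5 buffer with MgCl2, Triton X-100; 1 h reaction at ambient temperature.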
# Pol eta inh = blocks human DNA polymerase eta activity. AID 588591. Q9Y253. Potency, µM (doses to about 114 µM), for the others: top-dose activity change, negative = inhibition, actives largely listed as inhibitors. 390,000 compounds, 1.2% hits. recombinant Pol eta, fluorescent DNA replication assay; note: potency is the fitted concentration of half-maximal effect; % is set by controls: 0 for no effect and ±100 for the full control effect
#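 Fluorescent replication assay: 50 nM final substrate added after a 15 min room-temperature compound preincubation with 10 nM enzyme. Signal taken at 0 min and again at 10 min.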
# Pin1 inhibitor = blocks the human prolyl isomerase Pin1; Q13526; Pin1 FP peptide displacement, HiFluor488, 10 min; Potency, µM (doses to about 115 µM), without a hit: at the highest dose activity, negative = inhibition, actives largely listed as inhibitors; 390,000 compounds, 0.009% hits; active = well fitted inhibition curve with a large enough effect in the polarisation, with a control signal flat, not every such curve was filed as active; inconclusive = small, poorly fitted or top-dose-only effect, or effect the other way, or a change in a side signal; inactive = no such curve, though single readings can be large or run the other way; the % refers to the polarisation; note: potency is the fitted concentration of half-maximal effect; % is set by controls: 0 for no effect and ±100 for the full control effect
# GLS inh = blocks human kidney-isoform glutaminase activity; O94925; GLS enzymatic activity, qHTS titration; Potency, µM (series often up to 45.5 µM), for inactives: at the highest dose activity change, negative = inhibition, actives largely listed as inhibitors; 410,000 compounds, 0.21% hits; AID 624170; note: potency is the fitted concentration of half-maximal effect; % is set by controls: 0 for no effect and ±100 for the full control effect
#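 hKGA in 45 mM KH2PO4 (pH 8.2), 0.02% Tween-20 with compound, then 1mM L-Glutamine (stock as added) plus glutamate oxidase/HRP/Amplex red coupling mix. Fluorescence read initially and after 30 min at RT; signal change reflects glutamate formation.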
# BAZ2B block = blocks human BAZ2B; Potency, µM (titrated, usually from 114 µM), for inactives: at the top dose activity change, negative = inhibition, most hits filed as inhibitors; AlphaScreen BAZ2B-H3K14Ac peptide displacement; Q9UIF8; 360,000 compounds, 4.4% hits; note: potency is the fitted concentration of half-maximal effect; % is set by controls: 0 for no effect and ±100 for the full control effect; nearly all actives have a fitted effect of over 60% in size
#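 Multi-concentration screen (max 110 uM) measuring displacement of acetylated histone H3 peptide from BAZ2B by AlphaScreen, using 50 nM protein, 50 nM peptide and 10 ug/mL streptavidin donor plus Ni-chelate acceptor beads.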
# Tb PGK inh = T. brucei PGK inhibition. P07378. AID 602233. PGK/GAPDH coupled, Kinase-Glo luminescence, 60 min. Potency, µM (titrated, usually from 57.5 µM), for the others: at the top dose activity change, negative = inhibition, actives largely listed as inhibitors. 380,000 compounds, 0.043% hits; note: potency is the fitted concentration of half-maximal effect; % is set by controls: 0 for no effect and ±100 for the full control effect; nearly all actives have a fitted effect of over 60% in size
#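 Recombinant glycosomal PGK reaction used 1,3-bisphosphoglycerate generated in-well by GAPDH (100nM final) in 100mM TEA pH 7.6, 5mM MgCl2, 0.01% Tween-20. After 60 minutes at room temperature, ATP was read by Kinase-Glo Plus luminescence end-point.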
# JMJD2A Tudor inh = inhibitors of human JMJD2A Tudor domain | AlphaScreen JMJD2A-Tudor / H3K4me3 peptide binding | O75164 | Potency, µM (doses to about 114 µM), without a hit: at the top dose activity change, negative = inhibition, most hits filed as inhibitors | 390,000 compounds, 4.4% hits | AID 504339; note: potency is the fitted concentration of half-maximal effect; % is set by controls: 0 for no effect and ±100 for the full control effect; nearly all actives have a fitted effect of over 50% in size
# Target sequence (O75164 whole entry, looked up, the tested form may be a part): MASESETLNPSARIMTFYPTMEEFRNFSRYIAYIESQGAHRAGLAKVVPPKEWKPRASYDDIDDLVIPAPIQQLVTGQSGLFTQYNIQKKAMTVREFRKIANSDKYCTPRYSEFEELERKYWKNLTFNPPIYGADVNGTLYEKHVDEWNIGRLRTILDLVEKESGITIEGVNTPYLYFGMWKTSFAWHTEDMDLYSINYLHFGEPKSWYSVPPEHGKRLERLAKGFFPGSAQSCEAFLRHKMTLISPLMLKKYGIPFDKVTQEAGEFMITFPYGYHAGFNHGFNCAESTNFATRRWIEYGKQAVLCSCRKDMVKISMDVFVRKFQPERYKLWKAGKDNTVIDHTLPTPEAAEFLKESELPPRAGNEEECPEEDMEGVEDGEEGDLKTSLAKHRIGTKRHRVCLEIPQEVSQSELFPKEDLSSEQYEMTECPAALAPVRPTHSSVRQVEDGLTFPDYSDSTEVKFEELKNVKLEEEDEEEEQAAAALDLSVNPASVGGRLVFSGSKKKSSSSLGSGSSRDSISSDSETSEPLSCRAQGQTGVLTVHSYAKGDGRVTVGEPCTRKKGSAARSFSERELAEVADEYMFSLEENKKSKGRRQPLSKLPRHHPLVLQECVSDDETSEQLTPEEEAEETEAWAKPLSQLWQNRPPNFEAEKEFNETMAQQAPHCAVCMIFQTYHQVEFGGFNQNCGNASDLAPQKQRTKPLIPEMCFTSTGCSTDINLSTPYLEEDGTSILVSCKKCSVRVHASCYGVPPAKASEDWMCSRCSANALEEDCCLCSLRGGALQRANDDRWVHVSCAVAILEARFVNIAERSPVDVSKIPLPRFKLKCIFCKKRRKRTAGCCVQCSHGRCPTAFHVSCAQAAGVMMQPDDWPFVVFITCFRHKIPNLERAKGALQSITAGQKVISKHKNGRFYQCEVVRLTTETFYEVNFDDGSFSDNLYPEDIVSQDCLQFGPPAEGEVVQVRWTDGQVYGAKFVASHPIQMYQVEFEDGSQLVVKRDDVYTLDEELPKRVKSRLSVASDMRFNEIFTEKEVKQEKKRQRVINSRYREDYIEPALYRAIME
# The depositor's hits bear a star; i = inactive; ? = inconclusive; . = not tested or not shown; & = joins results of further samples; [ ] = dose if it differs, or a comment. Unless noted, calls come from the whole dose curve; as a rule, active = well fitted curve in the direction sought with a large enough effect; inconclusive = small, poorly fitted or top-dose-only effect, or another doubt; inactive = no such curve, though single readings can be large; an effect the other way counts as inactive or inconclusive. Not all compounds are listed. The share of hits here may be higher or lower than overall.
# Screens in order: HP1b chromo inh	G9a block	PI4K2A block	Pol eta inh	Pin1 inhibitor	GLS inh	BAZ2B block	Tb PGK inh	JMJD2A Tudor inh
> CC1(C)Oc2ccc3ccc(=O)oc3c2/C(=C/N)C1=O
  -2.5%	-35.7%	1.5	-3.6%	-3.8%	15.0%	-37.5%	3.9%	-26.9%
> CCOC(=O)C1CCCN(C(=O)c2ccc3c(c2)OCCO3)C1 (centres undefined)
  46.2%[activator]	10.7%	0.2	-18.7%	-1.7%	-15.9%	5.1%	i	-11.7%
> O=C(Cc1ccc(F)cc1)Nc1nccs1
  40.9%[activator]	12.6%	-4.1	-0.1%	-8.0%	0.6%	-13.7%	-2.3%	0.0%
> Cc1c(Cl)cccc1N(Cc1ccc(C(=O)O)cc1)S(=O)(=O)c1ccccc1
  22.5%	-27.9%	-1.0	4.3%	-0.3%	15.5%	-37.1%	-9.3%	-9.9%
> COc1ccc(-c2noc(N3CCCC(C(=O)Nc4cc(F)ccc4F)C3)n2)cc1 (centres undefined)
  30.8%	-4.3%	3.4	-8.0%	-1.5%	-2.6%	7.9%	-3.6%	-4.2%
> O=C(O)c1ccccc1C(=O)Nc1ccccc1NC(=O)c1ccccc1C(=O)O
  42.1%[activator]	.	-16.3	-19.3%	-16.6%	-5.4%	.	0.2%	10.0%
> CSc1ccccc1OCc1cc(C(=O)NCCCc2ccccc2)no1
  31.0%	15.6%	2.3	-17.0%	1.7%	-1.7%	13.6%	-3.8%	21.9%
> COC(=O)c1c(C)[nH]c(C(=O)OCC(=O)N(CC(C)C)c2c(N)n(Cc3ccccc3)c(=O)[nH]c2=O)c1C
  -1.2%	?	5.7	-6.6%	16.7%	-1.3%	-4.4%	1.0%	-22.8%
> CN1CCc2ccc(NC(=O)c3ccc(C(F)(F)F)cc3)cc2C1
  13.6%	.	0.0	-10.3%	4.4%	1.1%	8.8%	-3.3%	10.2%
> CC(Oc1ccc(F)cc1)C(=O)Nc1cc(S(=O)(=O)N2CCCCC2)ccc1N1CCN(C)CC1 (centres undefined)
  12.7%	.	3.3	-23.2%	-0.4%	-4.1%	.	-8.3%	-26.0%
> O=S1(=O)CCC(NC(=S)SCCOc2ccccc2)C1 (centres undefined)
  79.2%[activator]	?	-3.3	-0.7%	-2.2%	6.4%	35.8%	-0.9%	22.6%
> O=c1[nH]c(-[n+]2ccc3ccccc3c2)c(/C=N/N=C(\[O-])c2ccccc2)s1
  35.2%[activator]	?	-12.8	?	?	18.0%	-17.9%	i	-9.3%
> O=c1c2ccccc2sc2ccc(Cl)cc12
  27.3%	25.4%[59 µM]	3.5	-1.1%	-4.1%	5.0%	10.2%	-9.7%	3.1%
> COCCNC(=O)[C@H]1C[C@@H]1[C@H](NP(=O)(c1ccccc1)c1ccccc1)c1ccccc1
  37.7%	56.2µM*	5.7	-6.1%	-6.4%	-3.6%	-0.5%	-0.2%	-11.3%
> CC[C@H](C)[C@H](NC(N)=O)C(=O)Nc1ccc(NC(C)=O)cc1
  15.1%	1.8%	5.0	-3.3%	-4.8%	1.5%	1.8%	-10.0%	-2.8%
> O=C1OC(OC2CCCCC2)(c2ccccc2)c2ccccc21 (centres undefined)
  78.8%	24.0%[2.33 µM]	8.6	-10.0%	1.2%	-3.2%	21.3%	i	25.9%
> COc1cc(OC)c(N(C)C(=O)CCNC(=O)Cn2cnc3ccccc3c2=O)cc1Cl
  19.1%&23.9%	15.4%[12.7 µM]	4.5&-2.4	-9.1%&-17.7%	1.9%&1.7%	-1.0%&0.2%	-0.1%&3.9%	11.3%	-9.0%&-10.8%
> O=C(NCc1ccc(F)cc1)C(=O)NCC1OCCN1S(=O)(=O)c1cc(F)ccc1F (centres undefined)
  .	.	-2.9	-2.4%	.	4.2%	.	7.3%	.
> O=C(Nc1cccs1)OCCN1CCN(Cc2ccccc2)CCC1=O
  35.3%	44.7µM*	-3.6	-8.6%	-1.2%	16.4%	1.3%	-3.9%	-13.5%
> CC1CN(c2nn3c(=O)c4ccccc4nc3c3ccccc23)CC(C)O1 (centres undefined)
  20.5%	-28.1%[12.7 µM]	-0.4	-5.4%	2.3%	9.2%	4.3%	-8.0%	-4.2%

# Record cards (already shown). Order of values: HP1b chromo inh | G9a block | PI4K2A block | Pol eta inh | Pin1 inhibitor | GLS inh | BAZ2B block | Tb PGK inh | JMJD2A Tudor inh
# CCOC(=O)C1CCCN(C(=O)c2ccc3c(c2)OCCO3)C1 (centres undefined) in the list: 46.2%[activator] | 10.7% | 0.2 | -18.7% | -1.7% | -15.9% | 5.1% | i | -11.7%
# COc1cc(OC)c(N(C)C(=O)CCNC(=O)Cn2cnc3ccccc3c2=O)cc1Cl in the list: 19.1%&23.9% | 15.4%[12.7 µM] | 4.5&-2.4 | -9.1%&-17.7% | 1.9%&1.7% | -1.0%&0.2% | -0.1%&3.9% | 11.3% | -9.0%&-10.8%
# O=c1c2ccccc2sc2ccc(Cl)cc12 in the list: 27.3% | 25.4%[59 µM] | 3.5 | -1.1% | -4.1% | 5.0% | 10.2% | -9.7% | 3.1%
# CC(Oc1ccc(F)cc1)C(=O)Nc1cc(S(=O)(=O)N2CCCCC2)ccc1N1CCN(C)CC1 (centres undefined) in the list: 12.7% | . | 3.3 | -23.2% | -0.4% | -4.1% | . | -8.3% | -26.0%

# Following part.
# Screens in order: HP1b chromo inh	G9a block	PI4K2A block	Pol eta inh	Pin1 inhibitor	GLS inh	BAZ2B block	Tb PGK inh	JMJD2A Tudor inh
> CS(=O)(=O)N1CCCC(C(=O)NC2CCCCCCC2)C1 (centres undefined)
  22.0%	12.2%[59 µM]	-2.7	2.7%	-9.1%	-0.2%	-2.2%	-0.7%	2.2%
> Cc1cnc(CNC(=O)CC2C(=O)NCCN2Cc2cccc(F)c2F)cn1 (centres undefined)
  68.4%[activator]	?	-5.2	-15.5%	?	-9.7%	-36.6%	i	-3.8%
> Cc1ccccc1NC(=O)COc1ccc2c(c1)OC(C)(C)CC2=O
  53.9%[activator]	.	-0.3	-10.3%	-3.6%	-7.3%	-1.9%	i	-2.3%
> COc1ccc(C(=O)NCCCc2ccccc2)cc1
  24.5%	.	-2.2	-6.1%	-0.9%	-13.8%	.	3.5%	23.4%
> C=CCNc1nc(C2(C)CC3(CC(C)(C)OC3=O)C(=O)O2)cs1 (centres undefined)
  18.3%	39.8µM*	8.2	-4.1%	1.2%	14.3%	1.0%	-6.9%	-13.2%
> Brc1ccc(CSc2nnc(-c3cccnc3)o2)cc1
  55.5%[activator]	24.0%[0.501 µM]	1.6	-6.6%	0.6%	-11.0%	10.7%	i	21.0%
> COC(=O)Cn1c(=NC(=O)c2ccc(OC)c(OC)c2)sc2cc(OC)ccc21
  13.5%	0.9%[59 µM]	2.9	0.5%	-4.7%	6.7%	20.1%	i	-4.8%
> CC(C)Cc1cc(C(=O)NCCCN2CCOCC2)no1
  63.1%[activator]	?	-1.2	-12.7%	-1.2%	-4.3%	16.4%	-8.3%	-9.9%
> Cc1c(C(C)NC(=O)Nc2ccc(F)cc2F)cnn1C (centres undefined)
  8.1%	9.7%[12.7 µM]	-1.8	-5.4%	-9.2%	1.6%	14.7%	-5.2%	-6.7%
> CC(=O)c1cccc(-n2c(=O)c3c4c(sc3n(Cc3ccccc3Cl)c2=O)CN(C(C)=O)CC4)c1
  34.7%	-5.1%[59 µM]	3.0	4.8%	1.4%	-2.1%	1.6%	-8.1%	-4.4%
> Cc1ccc(C2=CC(=O)CC(C)(C)C2)cc1
  37.2%	-1.8%[0.501 µM]	-3.4	-13.8%	1.3%	1.3%	3.6%	3.4%	-4.9%
> COc1ccc(-c2csc3ncnc(Oc4cccc5ccc(C)nc45)c23)cc1
  10.9%	-11.6%	0.5	-10.7%	57.5%[activator]	1.6%	-20.6%	0.0%	-31.2%
> O=C(NNC(=O)c1cc(F)c(F)cc1Cl)c1ccc(NS(=O)(=O)c2cccs2)cc1
  42.4%[activator]	10.0%[12.7 µM]	6.8	-6.8%	1.2%	-7.5%	-19.6%	-0.7%	-13.9%
> COc1ccc(CNC(=O)CN2C(=O)c3cccnc3Oc3ccc(C)cc32)cc1
  34.2%	1.4%[59 µM]	-2.8	-16.1%	5.3%	6.6%	-16.7%	-2.7%	-20.5%
> Cc1ccc(-n2cc[nH]c2=S)cc1C
  21.4%	?	-2.6	-0.6%	-9.1%	1.8%	-24.9%	-3.7%	35.5µM*
> COC(=O)[C@@H]1C[C@H]1[C@@H](NS(=O)(=O)c1ccccc1)c1ccccc1
  28.1%	-0.8%	-2.4	-12.2%	-7.8%	6.5%	0.0%	-9.1%	-16.9%
> CC(=O)c1ccc(NC(=O)C(C)N(C)CC(=O)Nc2ccc(N3CCOCC3)cc2)cc1 (centres undefined)
  2.5%	-8.1%[59 µM]	1.6	-18.3%	4.2%	2.0%	-13.9%	-8.6%	-17.9%
> COc1ccc2[nH]c3c(=O)n(N)c(=O)[nH]c3c2c1
  63.5%[activator]	12.9%	-8.2	-12.7%	-3.5%	-1.6%	0.9%	i	4.3%
> CCc1cccc(NC(=O)c2snc3c(=O)[nH]cnc23)c1
  16.4%	-2.6%	-5.8	?	8.7%	10.5%	-4.4%	-3.1%	-2.5%
> O=C(Nc1cc2c(ccc3ccccc32)oc1=O)C1CCCCC1
  30.4%	-20.1%[12.7 µM]	6.4	-11.7%	-2.0%	2.8%	-1.7%	-1.1%	-5.1%
> COc1ccc(-c2cn3c(n2)sc2cc(C(=O)NCCCN4CCCCCC4)ccc23)cc1
  9.2%	-7.4%[59 µM]	-0.2	?	2.3%	4.0%	-2.1%	4.4%	-26.6%
